Bioassay records from PubChem.
Growth percent in the NCI-60 one-dose screen (48 h, 10 µM unless noted): 100 = growth as untreated, 0 = no growth, -100 = all killed.
SNB-75: SNB-75 CNS cancer; 79,000 compounds, 5% hits; AID 1794750
CAKI-1: CAKI-1 renal cancer; 75,000 compounds, 4.7% hits; AID 1794772
SF-268: SF-268 CNS cancer cells | 82,000 compounds, 3.1% hits
ACHN: ACHN renal cancer; 81,000 compounds, 4.9% hits
RXF 393: RXF 393 renal cancer cells. 77,000 compounds, 6.9% hits. AID 1794773
SNB-19: SNB-19 CNS cancer cells; 81,000 compounds, 2.5% hits
A498: A498 renal cancer cells; 76,000 compounds, 5.4% hits; AID 1794774
SF-539: SF-539 CNS cancer. 81,000 compounds, 6.8% hits
Active calls of the source: *; . = no result given; & = joins results of further samples; [ ] = remark or other dose. How the source made its calls: active means growth percent below 10; inactive means the rest.

Sequence of screens: SNB-75, CAKI-1, SF-268, ACHN, RXF 393, SNB-19, A498, SF-539
1: C/C(=C(/c1ccccc1)c1ccc(N2C(=O)c3cccc4c(Nc5ncccn5)ccc(c34)C2=O)cc1)c1ccccc1
    97, 96, 115, 92, 115, 98, 117, 103
2: CCCn1cnc2c(c1=N)C(c1ccc(F)cc1)c1sc3c(CC)cccc3c1O2 (centres undefined)
    15, 21, 19, 18, -17*, 15, -26*, -26*
3: Cc1cc[n+](CCc2ccccc2)cc1C
    101, 93, 102, 98, 110, ., 85, 114
4: C=C(C)[C@@H]1CC[C@]2(C(=O)NCCC#N)CC[C@]3(C)[C@H](CC[C@@H]4[C@@]5(C)Cc6c([nH]c7ccccc67)C(C)(C)[C@@H]5CC[C@]43C)[C@@H]12
    83, ., 99, 96, 114, 97, 95, 103
5: NN1CCOC(c2ccccc2)C1 (centres undefined)
    109, 109, 100, 99, 101, 101, 107, 100
6: CC12CCC3C(CCC4=C(O)C(=S)CCC43C)C1CCC2=S (centres undefined)
    98, 113, 112, 110, 105, 110, 111, 106
7: Oc1ccc(C=NC2CCCCC2)cc1
    84, 95, 103, 109, 92, 105, 93, 95
8: C=C(C)[C@@H]1CC[C@]2(C=O)CC[C@]3(C)[C@H](CC[C@@H]4[C@@]5(C)Cc6c([nH]c7ccccc67)C(C)(C)[C@@H]5CC[C@]43C)[C@@H]12
    92, 80, 94, 108, 113, 107, 110, 105
9: O=C(/C=C/c1ccc(I)cc1)c1c(O)ccc2ccccc12
    109, 86, 112, 100, 111, 100, 114, 97
10: CC(O)c1cccnc1 (centres undefined)
    ., 95, 107, 105, 111, 104, 105, 96
11: Oc1ccc(-c2ccc(Br)cc2)cc1
    77&95, 87&91, 90&107, 91&109, 103&92, 90&98, 87&90, 95&95
12: c1csc(-c2ccc(CNc3c4ccccc4nc4ccccc34)cc2)c1
    36, 35, 63, 59, -14*, 46, -2.4*, 13
13: CNCc1cccc2c1OCCOCCOCCC(C)S(=O)(=O)c1ccc(cc1)-c1cnc(N)c(n1)C(=O)N2 (centres undefined)
    11, 19, 54, 19, 16, 54, 6.0*, 25
14: COc1ccc(/C=c2\c(=O)n(-c3ccccc3)c3nnc(N4NC5=C(CCc6ccccc65)C4c4ccc(Cl)cc4)n23)cc1 (centres undefined)
    79, 74, 86, 81, 93, 83, 69, 87
15: COC(=O)[C@]12CC[C@@H](C)[C@H](C)[C@@H]1C1=CC[C@@H]3[C@@]4(C)C(C=O)=C[C@@](C)(CO)C4=CC[C@@]3(C)[C@]1(C)CC2
    63, 43, 48, 17, ., 39, ., 30
16: O=C(O)c1cccc(C(=O)O)c1C(=O)O
    94, 94, 99, 108, 119, 98, 104, 102
17: CCN1CCOCC1
    96, 119, 100, 109, 116, 113, 124, 118
18: CCOC(=O)CCC(=O)O[C@H]1[C@H](O[C@@H]2[C@@H](C)[C@H](O[C@H]3C[C@@](C)(OC)[C@@H](O)[C@H](C)O3)[C@@H](C)C(=O)O[C@H](CC)[C@@](C)(O)[C@H](O)[C@@H](C)C(=O)[C@H](C)C[C@@]2(C)O)O[C@H](C)C[C@@H]1N(C)C
    91, 93, 115, 96, 110, 112, 120, 101
19: Cc1[nH]c(=O)[nH]c(=O)c1Cc1ccc(Cl)cc1
    93, ., 101, 103, 107, 99, 97, 98
20: O=C(CCCCCCNC(=O)C(O)(O)C(F)(F)F)Nc1ccc(-c2ccccc2)cc1
    40, 2.6*, -4.5*, -18*, -45*, 15, -7.8*, 20
21: Cc1cccc(C)c1N1C(c2ccccc2)=NNC12C=CC(=O)c1c(O)cccc12 (centres undefined)
    97, 101, 84, 89, 105, 70, 109, 67
22: COc1cccc(NC(=O)Nc2ccc(Nc3ncnc4sc(C(=O)NCCC(=O)NO)c(C)c34)cc2)c1
    84, 96, 94, 106, 104, 98, ., 98
23: O=C1c2ccccc2C(=O)N1Cc1ccc([N+](=O)[O-])cc1
    87, 92, 98, 102, 103, 108, 98, 103
24: COc1ccc(/C=N/NC(=O)CNC(=O)Cn2c(=O)[nH]c3ccccc3c2=O)cc1
    60, 82, 103, 98, 95, 93, 96, 94
25: CC(=O)N1N=C(CCC(=O)c2nc3ccc([N+](=O)[O-])cc3[nH]2)OC1c1ccc(F)cc1 (centres undefined)
    87, ., 96, 98, 112, 103, 109, 99
26: Cc1ccc(-c2nn(-c3ccccc3)cc2C2CC(c3cc4ccccc4oc3=O)=NN2C(N)=S)cc1 (centres undefined)
    60, 67, 87, 87, 85, 90, 74, 94
27: C=CCc1ccc(OC(=O)[C@@H](C)c2ccc3cc(OC)ccc3c2)c(OC)c1
    91, 93, 94, 101, 111, 91, ., 95
28: Cc1cc(O)c(Cl)c(C)c1Cl
    94, 104, 97, 114, 105, 107, 89, 105
29: COC(=O)c1c(C(=O)OC)c2ccc3c4ccccc4ccc3n2c1C(=O)C(C)Br (centres undefined)
    94, 71, 69, 44, 33, 52, 87, 17
30: Cc1ccc(-c2nc(C#N)c(N3CCN(S(=O)(=O)c4ccc(Cl)cc4)CC3)o2)cc1
    104, 83, 95, 102, 107, 91, 82, 97

Rewritten screen by screen: entries from further up
(15) COC(=O)[C@]12CC[C@@H](C)[C@H](C)[C@@H]1C1=CC[C@@H]3[C@@]4(C)C(C=O)=C[C@@](C)(CO)C4=CC[C@@]3(C)[C@]1(C)CC2
(14) COc1ccc(/C=c2\c(=O)n(-c3ccccc3)c3nnc(N4NC5=C(CCc6ccccc65)C4c4ccc(Cl)cc4)n23)cc1 (centres undefined)

| assay / entry | 15 | 14 |
| --- | --- | --- |
| SNB-75 | 63 | 79 |
| CAKI-1 | 43 | 74 |
| SF-268 | 48 | 86 |
| ACHN | 17 | 81 |
| RXF 393 | . | 93 |
| SNB-19 | 39 | 83 |
| A498 | . | 69 |
| SF-539 | 30 | 87 |

Additional structures:
Sequence of screens: SNB-75, CAKI-1, SF-268, ACHN, RXF 393, SNB-19, A498, SF-539
31: CC(C)(N)CCl
    91, 101, 102, 115, 107, 100, 89, 110
32: N#Cc1c(-c2ccc(F)cc2)nc(SCc2ccc([N+](=O)[O-])cc2)nc1N1CCNCC1
    84, 89, 99, 103, 85, 95, 109, 102
33: COc1ccc(-c2nc3c4c(-c5ccccc5)cn(-c5c(C)n(C)n(-c6ccccc6)c5=O)c4ncn3n2)cc1
    67, 71, 101, 94, 88, 92, 148, 98
34: CN(C)N=Nc1ccc(-c2ccccc2)cc1
    98, 91, 111, 102, ., 88, 93, 105
35: COc1ccc(CNc2c3ccccc3nc3ccccc23)c(OC)c1
    65, 36, 66, 26, 33, 34, -11*, 15
36: CC(C)c1cc(C(C)C)c(N=Cc2ccccc2)c(C(C)C)c1N=Cc1ccccc1
    92, 82, 100, 95, 126, 91, 86, 99
37: Cc1nn(-c2ccccc2)c2nc3c(cc12)C(=O)CC3
    97, 100, 110, 111, 112, 101, 81, 94
38: COc1ccc(CC(C)NN)cc1 (centres undefined)
    92, 98, 102, 101, 113, 106, 108, 107
39: CCOC(=O)CCCCN1C(=O)S/C(=C\c2ccc(Cl)cc2)C1=O
    110, 88, 100, 97, 93, 99, ., 97
40: CC1CC(C)C2C(C1)C(=O)C(C)C1C(C)CC(C)C(C(C)O[C@H]3OC(CO)[C@H](O)C(O[C@@H]4OC(CO)[C@@H](O)C(O)[C@@H]4O)[C@H]3O)OC(=O)C12 (some centres undefined)
    95, 99, 104, 109, 103, 111, 83, 103
41: Cc1[nH]c(/C=C/C(=O)c2cccs2)c(C)c1C(=O)NCC(F)(F)F
    90, 87, 99, 103, 76, 104, 81, 103
42: COC(=O)C1C(OC)=CC(=O)C2CCCCC21 (centres undefined)
    94, 79, 105, 98, 116, 96, ., 99
43: Nc1nnc(-c2ccccc2O)cc1N1CCN(C(=O)CCOCCOc2cccc3c2C(=O)N(C2CCC(=O)NC2=O)C3=O)CC1 (centres undefined)
    87[1 µM], 91[1 µM], 94[1 µM], 101[1 µM], 91[1 µM], 99[1 µM], 104[1 µM], 95[1 µM]
44: O=C(Nc1ccc(S(=O)(=O)NC2CCCCCC2)cc1)C(c1ccccc1)S(=O)(=O)c1ccc(F)cc1 (centres undefined)
    3.6*, ., 24, 0.6*, -34*, 26, -33*, 9.0*
45: C=CCOC(=O)COC(=O)C(C)(C)OC(C)=O
    125, 88, 97, 105, 99, 94, 85, 97
46: CCOC(=O)c1sc2nc(-c3ccc(O)cc3)nc(N3CCOCC3)c2c1C
    51, 43, 46, 54, 64, 77, 70, 72
47: COc1ccc(C(=O)c2cc3c(N)c(C(=O)Nc4cccc5ccccc45)sc3nc2C)cc1
    -11*, 21, 29, 31, ., 30, -7.9*, -9.9*
48: CCCCOS(=O)(=O)c1ccc(C)cc1
    96, 99, 99, 104, 106, 94, 92, 94
49: Cc1nc2cc(Nc3nc(N4CCCCC4)nc(N4CCOCC4)n3)ccc2n1Cc1ccccc1
    -13*, 63, 69, -41*, -5.8*, 65, 39, 82
50: CN(C)CCOc1ccc(/C(=C(/CCCCCCCCCC[P+](c2ccccc2)(c2ccccc2)c2ccccc2)c2ccccc2)c2ccccc2)cc1
    -89*, -93*, -72*, -96*, -74*, -92*, -93*, -89*
51: Cc1csc(/N=C(N)/N=C(\N)c2cccc(C(F)(F)F)c2)n1
    95, 86, 96, 102, 106, 88, 107, 102
52: COc1cc(C)cc(-c2[nH]ncc2-c2cc(NCCN3CCOCC3)nc(-c3cccnc3)n2)c1
    74, 69, 100, 90, 102, 105, 95, 86
53: CCN(CC)Cc1nc2ccccc2c(=O)n1/N=C/c1ccc(C)cc1
    81, 94, 99, 101, 119, 96, 111, 107
54: CCN(CC)CC(Cc1ccccc1)OC(=O)Nc1ccccc1 (centres undefined)
    102, 85, 98, 103, 122, 103, 89, 116
55: C/C(=N/NC(=S)NC1CCCCC1)c1sc(Nc2cccc(O)c2)nc1C
    72, 87, 94, 81, 81, 91, 103, 90
56: O=C(NCCCl)c1cc(Cl)cc(Cl)c1
    77, 97, 112, 107, 114, 108, 81, 101
57: Brc1ccc(C2=NN(c3ccccc3)C(c3cn(-c4ccccc4)nc3-c3ccc(OCc4ccccc4)cc3)C2)cc1 (centres undefined)
    90, 92, 104, 90, 117, 106, 115, 93
58: C#C[C@]1(O)CCC2C3CCc4cc(OC)ccc4C3CC[C@@]21C (some centres undefined)
    98, 82, 101, 94, 123, 97, 97, 103
59: NS(=O)(=O)c1ccc(C(=O)NN2C(=O)C3C(C2=O)C2(Cl)C(Cl)=C(Cl)C3(Cl)C2(Cl)Cl)cc1 (centres undefined)
    91, 100, 101, 107, 104, 95, 109, 100
60: O=C1NC(=S)NC1(c1ccccc1)c1ccccc1
    83, 121, 114, 99, 105, 94, ., 110

Arranged by length of the SMILES (highest first): some entries from above.
Sequence of screens: SNB-75, CAKI-1, SF-268, ACHN, RXF 393, SNB-19, A498, SF-539
40: CC1CC(C)C2C(C1)C(=O)C(C)C1C(C)CC(C)C(C(C)O[C@H]3OC(CO)[C@H](O)C(O[C@@H]4OC(CO)[C@@H](O)C(O)[C@@H]4O)[C@H]3O)OC(=O)C12 (some centres undefined)
    95, 99, 104, 109, 103, 111, 83, 103
43: Nc1nnc(-c2ccccc2O)cc1N1CCN(C(=O)CCOCCOc2cccc3c2C(=O)N(C2CCC(=O)NC2=O)C3=O)CC1 (centres undefined)
    87[1 µM], 91[1 µM], 94[1 µM], 101[1 µM], 91[1 µM], 99[1 µM], 104[1 µM], 95[1 µM]
57: Brc1ccc(C2=NN(c3ccccc3)C(c3cn(-c4ccccc4)nc3-c3ccc(OCc4ccccc4)cc3)C2)cc1 (centres undefined)
    90, 92, 104, 90, 117, 106, 115, 93
58: C#C[C@]1(O)CCC2C3CCc4cc(OC)ccc4C3CC[C@@]21C (some centres undefined)
    98, 82, 101, 94, 123, 97, 97, 103
45: C=CCOC(=O)COC(=O)C(C)(C)OC(C)=O
    125, 88, 97, 105, 99, 94, 85, 97
34: CN(C)N=Nc1ccc(-c2ccccc2)cc1
    98, 91, 111, 102, ., 88, 93, 105
38: COc1ccc(CC(C)NN)cc1 (centres undefined)
    92, 98, 102, 101, 113, 106, 108, 107

Next part:
Sequence of screens: SNB-75, CAKI-1, SF-268, ACHN, RXF 393, SNB-19, A498, SF-539
61: O=C(Nc1cccc(Nc2ccc(Cl)nn2)c1)Nc1ccc(Cl)c(Cl)c1
    95, ., 104, 96, 97, 94, 83, 94
62: C=CCOC(=O)C1=C(C)NC2=C(C(=O)CC(C)(C)C2)C1c1cccc(O)c1 (centres undefined)
    83, 86, 95, 98, 101, 93, 116, 101
63: Cc1ccc(C(C)(C)C)c(O)c1
    92, 94, 101, 101, 103, 101, 100, 96
64: Cc1ccc(/C=N/NC(=O)C(=O)Nc2ccc(Cl)c([N+](=O)[O-])c2)cc1
    101, 99, 105, 107, 119, 113, 120, 103
65: Cc1c(Cc2ccccc2)c(=O)oc2c(C)c(OCC(=O)NN)ccc12
    97, ., 92, 107, 114, 97, 98, 112
66: COc1ccc(CCn2cncc2-c2c[nH]c3ccc(Br)cc23)cc1
    ., 42, 52, 59, 62, 68, ., 63
67: COc1ccc2ncc(C#Cc3cncc(C(=O)Nc4ccc(CN5CCN(C)CC5)c(C(F)(F)F)c4)c3)n2n1
    -91*, -76*, -65*, -98*, ., -86*, 32, -100*
68: CC1(C)CC(=O)C(c2ccccc2)=C(O)c2ccccc21
    92, 94, 134, 122, 101, 99, 87, 91
69: O=C(/C=C/c1ccccc1Cl)c1ccc(O)c(CN2CCN(c3cc4c(cc3F)c(=O)c(C(=O)O)cn4C3CC3)CC2)c1
    51, 71, 42, 54, 45, 50, 72, 78
